TROY NFkB inh: inhibitors of TROY-driven NF-kB signaling, primary screen, Q293 LMP1-TROYcd cells, NF-kB luciferase, uHTS | Q293 LMP1-TROYcd NF-kB luciferase reporter, 4 h | inhibition, % at 10 µM | 360,000 tested, 0.98% active | AID 1347056, 2019;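 active means compounds whose plate-normalised and pattern-corrected inhibition of the luciferase reporter signal at the single screening dose is 50% or more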
NR5A2 inv ag: LRH-1 (NR5A2) inverse agonists, primary screen, cell-based, luminescence, HEK293T, StAR-luciferase reporter. Nuclear receptor subfamily 5 group A member 2 (Homo sapiens), O00482. LRH-1 transfected, 24 h. inhibition, % at 3.6 µM. 360,000 tested, 0.13% active. AID 602396, 2012;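 active means inhibition above the mean inhibition of all tested compounds plus 3 SD, cut at about 73% in these data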;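 further: 0% = DMSO wells and 100% = reporter-only cells lacking LRH-1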
NR2F2 inh: NR2F2 transcriptional activity inhibitors, primary screen, cell-based, luciferase reporter, HEK293T, luminescence | COUP transcription factor 2 (Homo sapiens), P24468 | HEK293T NGFI-A luciferase reporter | inhibition, % at 8.6 µM | 370,000 tested, 0.7% active | AID 686940, 2013;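 active means inhibition above a per-plate cutoff, mean inhibition of test wells between control levels plus 3 SD, cut at about 38% in these data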;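 further: cells cotransfected with COUP-TFII expression vector driving the NGFI-A reporter; 0% = median of COUP-TF2 test wells and 100% = reporter-only cells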
SRC1 inh: SRC1 coactivator transcriptional activity inhibitors, primary screen, cell-based, luminescence; Nuclear receptor coactivator 1 (Homo sapiens), Q15788; HEK293 GAL4-SRC1 luciferase reporter; inhibition, % at 3.6 µM; 360,000 tested, 0.12% active; AID 588354, 2011;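 active means inhibition above the campaign mean plus 3 SD, with each screening campaign given its own cutoff, cut at about 60% in these data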;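 further: 0% = DMSO treated cells and 100% = gossypol at 36 µM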
TLR9-MyD88 block: inhibitors of TLR9-MyD88 association in cells, primary screen, cell-based, CHO, BLA complementation, fluorescence | CCF4 FRET ratio | Toll-like receptor 9 (Homo sapiens) + Myeloid differentiation primary response protein … | inhibition, % at 4.98 µM | 340,000 tested, 0.21% active;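 active means inhibition above the mean over all tested compounds plus 3 SD, cut at about 21% in these data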;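 further: 0% = DMSO only wells and 100% = clavulanate BLA inhibitor control wells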
NCOA3 inh: SRC3 coactivator transcriptional activity inhibitors, primary screen, cell-based, luminescence. Nuclear receptor coactivator 3 (Homo sapiens), Q9Y6Q9. HEK293 GAL4-SRC3 luciferase reporter. inhibition, % at 3.6 µM. 360,000 tested, 0.17% active;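 active means inhibition above a per-campaign cutoff, the mean of all compounds plus 3 SD, cut at about 60% in these data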;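 further: 0% = DMSO-treated cells and 100% = gossypol-treated cells at 36 µM; higher means less SRC3-driven luciferase light from the GAL4 reporter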
TWEAK-Fn14 inh: inhibitors of TWEAK-Fn14 signaling, primary screen, luciferase reporter cells, uHTS. TWEAK-stimulated Fn14 reporter cells, luciferase luminescence, 8 h. inhibition, % at 10 µM. 360,000 tested, 2% active. AID 1159606, 2016; in the data active means inhibition above about 50%
TRAIL sens C8: viability loss with TRAIL in NB7+C8 cells, primary screen, TRAIL sensitizer project, cell-based, ATPlite luminescence. inhibition (viability loss, TRAIL sensitization), % at 10 µM. 360,000 tested, 1% active. AID 624354, 2012;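 active means compounds causing at least 50% loss of cell viability in the single-dose screen, relative to plate controls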
NOD2-RIPK2 inh: NOD2-RIPK2 binding disruptors in cells, primary screen, fluorescence, CHO cells, BLA complementation; Receptor-interacting serine/threonine-protein kinase 2 (Homo sapiens), O43353; CCF4 ratio; inhibition, % at 4.98 µM; 360,000 tested, 0.38% active; AID 624267, 2012; in the data active means inhibition above about 21%;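 further: 0% = vehicle only and 100% = reference blocker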
SRC2 inh: inhibition of GAL4-SRC2 driven luciferase reporter, primary screen, SRC2 inhibitor project, cell-based, luminescence; Nuclear receptor coactivator 2 (Homo sapiens), Q15596; HEK293 GAL4-SRC2 luciferase reporter; inhibition, % at 9 µM; 370,000 tested, 0.17% active;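 active means inhibition above the mean inhibition of all tested compounds plus 3 SD, set per campaign, cut at about 52% in these data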;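 further: 0% = DMSO treated cells and 100% = cells given Gossypol at 36 µM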
Target sequence (Q15596 whole entry, looked up, the tested form may be a part): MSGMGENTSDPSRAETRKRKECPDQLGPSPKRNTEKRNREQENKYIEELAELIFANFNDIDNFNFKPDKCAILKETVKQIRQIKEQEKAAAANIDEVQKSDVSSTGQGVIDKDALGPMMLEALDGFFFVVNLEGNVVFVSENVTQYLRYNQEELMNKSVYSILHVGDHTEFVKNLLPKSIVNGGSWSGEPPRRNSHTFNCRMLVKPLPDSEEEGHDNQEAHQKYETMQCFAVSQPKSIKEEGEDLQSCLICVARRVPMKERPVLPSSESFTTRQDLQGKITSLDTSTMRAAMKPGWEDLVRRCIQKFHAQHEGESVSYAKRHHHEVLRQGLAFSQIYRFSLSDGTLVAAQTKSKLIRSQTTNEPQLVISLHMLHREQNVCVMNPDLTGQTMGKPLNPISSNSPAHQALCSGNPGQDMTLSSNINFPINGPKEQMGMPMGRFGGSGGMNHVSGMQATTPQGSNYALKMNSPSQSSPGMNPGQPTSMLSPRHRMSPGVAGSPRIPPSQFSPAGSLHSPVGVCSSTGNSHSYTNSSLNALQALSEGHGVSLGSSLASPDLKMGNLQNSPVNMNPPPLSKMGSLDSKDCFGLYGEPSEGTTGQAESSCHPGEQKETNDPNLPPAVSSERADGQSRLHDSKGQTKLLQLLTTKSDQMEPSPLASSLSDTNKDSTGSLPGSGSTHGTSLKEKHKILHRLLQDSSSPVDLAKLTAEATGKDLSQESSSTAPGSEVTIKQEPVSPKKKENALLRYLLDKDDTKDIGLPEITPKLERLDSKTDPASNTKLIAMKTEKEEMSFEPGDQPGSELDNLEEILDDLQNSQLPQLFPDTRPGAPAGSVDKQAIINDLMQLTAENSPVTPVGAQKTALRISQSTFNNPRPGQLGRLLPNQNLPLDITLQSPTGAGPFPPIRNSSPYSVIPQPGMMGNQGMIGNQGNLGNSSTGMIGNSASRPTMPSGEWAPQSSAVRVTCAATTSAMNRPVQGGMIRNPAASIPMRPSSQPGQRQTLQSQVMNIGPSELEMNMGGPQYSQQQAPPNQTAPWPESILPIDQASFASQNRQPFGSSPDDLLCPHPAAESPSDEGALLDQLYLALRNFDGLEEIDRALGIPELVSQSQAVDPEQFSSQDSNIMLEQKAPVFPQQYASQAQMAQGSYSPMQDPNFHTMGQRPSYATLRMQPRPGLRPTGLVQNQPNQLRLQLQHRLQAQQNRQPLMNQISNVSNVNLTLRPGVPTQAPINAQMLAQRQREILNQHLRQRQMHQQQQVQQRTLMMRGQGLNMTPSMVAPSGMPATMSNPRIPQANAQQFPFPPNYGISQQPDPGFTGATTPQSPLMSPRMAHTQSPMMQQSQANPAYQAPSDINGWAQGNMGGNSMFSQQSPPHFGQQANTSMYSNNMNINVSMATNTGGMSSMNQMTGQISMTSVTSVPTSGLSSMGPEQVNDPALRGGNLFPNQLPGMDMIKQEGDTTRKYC
LMP1 NFkB inh: EBV LMP1-driven NF-kappaB luciferase reporter inhibitors, primary screen, cell-based, luminescence, single point; LMP1-induced NF-kappaB luciferase reporter cells; inhibition, % at 12.5 µM; 350,000 tested, 0.69% active; in the data active means inhibition above about 41%;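 further: 0% = neutral control wells and 100% = reference inhibitor control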
* hit, by the source's call; nt = no result given.

SMILES | TROY NFkB inh | NR5A2 inv ag | NR2F2 inh | SRC1 inh | TLR9-MyD88 block | NCOA3 inh | TWEAK-Fn14 inh | TRAIL sens C8 | NOD2-RIPK2 inh | SRC2 inh | LMP1 NFkB inh
O=C(COc1ccc(-c2nnco2)cc1)Nc1ccc(F)c(Cl)c1 | -6 | -18 | 8 | 1 | 6 | -11 | -11 | 7 | -3 | 3 | -8
Cc1cc(CN(C)C(=O)c2ccc3nc(Cc4ccccc4F)oc3c2)on1 | -31 | -52 | -1 | -47 | 8 | -35 | -35 | 7 | 3 | -46 | -15
O=[N+]([O-])c1ccc(O)c(/C=N/n2c(-c3ccccc3)n[nH]c2=S)c1 | -8 | -37 | 13 | -24 | 2 | -7 | 22 | 1 | -5 | -31 | -7
CCC(=O)N(Cc1cc2cc(OC)ccc2[nH]c1=O)c1ccccc1C | 8 | 4 | -4 | 1 | -4 | -4 | 17 | -13 | -10 | 14 | -1
Cc1ccc(/C=C/C(=O)c2ccccc(=O)c2O)cc1C | 35 | -5 | 14 | 0 | -1 | -18 | 34 | 28 | -1 | 18 | -48
N#CCC(=O)N/N=C/c1cn(Cc2ccc3ccccc3c2)c2ccccc12 | 11 | 6 | 32 | -5 | 0 | 2 | -9 | 0 | -4 | -3 | -10
CCNC(=O)Nc1cc(S(=O)(=O)Nc2ccc(OC)cc2)ccc1N1CCOCC1 | 6 | 22 | nt | 21 | -21 | 22 | 22 | 18 | -8 | nt | 18
CC1CCN(c2c([N+](=O)[O-])c(=O)n(-c3ccccc3)c3ccccc23)CC1 | 7 | 14 | -7 | -1 | -8 | 4 | 5 | 5 | -3 | 13 | 2
COc1ccccc1-c1cnc(C(O)c2ccc(Cl)cc2C)[nH]1 (stereo unspecified) | 3 | 7 | 5 | -3 | nt | -6 | 9 | 10 | -6 | 8 | nt
CCN(CC)C(=O)C1CCCN(c2ncnc3c2cnn3-c2ccc(Cl)cc2)C1 (stereo unspecified) | 63* | 6 | 22 | 24 | 0 | 12 | 71* | 5 | -5 | 42 | 40
CCC(=O)N/C=C/n1cnc2cc(C(F)(F)F)ccc21 | -7 | -7 | 36 | -2 | 8 | 7 | 7 | -12 | -7 | 6 | -2
CCn1c2ccccc2c2cc(NC(=O)COC(=O)c3cc(OC)c(OC)cc3OC)ccc21 | 19 | 4 | 18 | 3 | -1 | 10 | 44 | 9 | -2 | 8 | 6
Cc1ccc(C(=O)NCC(=O)OC(C)C(=O)Nc2ccc(N(C)C)cc2)cc1C (stereo unspecified) | -5 | 13 | 11 | -14 | 11 | 0 | 0 | 10 | -7 | -32 | -3
CC(=O)c1cccc(-n2c(CCC(=O)O)ccc2-c2ccccc2)c1 | 8 | -18 | 3 | -10 | -18 | -8 | -7 | 10 | -12 | -23 | -4
CN1CCN(C(=O)c2ccc3c(Cl)c4c(nc3c2)CCCC4)CC1 | -20 | -6 | -19 | -3 | 2 | 12 | -3 | 8 | -3 | -6 | -15
COc1ccc(Nc2nnc(-c3ccc(C)cc3)c3ccccc23)cc1C(=O)N1CCCCC1 | 19 | 14 | 15 | -13 | 7 | 4 | -8 | 2 | -4 | 12 | 10
CCc1nnc(NC(=O)c2cc(S(=O)(=O)N3CCN(CC)CC3)ccc2Cl)s1 | 12 | 8 | nt | 7 | 1 | 8 | 12 | 2 | -13 | nt | 68*
O=C(Nc1ccn(Cc2ccccc2)n1)c1cccc(Cn2cc([N+](=O)[O-])cn2)c1 | -8 | -2 | 1 | -14 | -7 | 13 | -19 | 6 | -4 | -3 | 14
Cc1ccc(OCC(=O)OCC(=O)NC2CC2)cc1C | 6 | 14 | 1 | -7 | -3 | 9 | -1 | 2 | -7 | 11 | -2
C=CCn1c(O)c(N=NC(=O)CNC(=O)c2ccncc2)c2ccccc21 | 13 | 16 | -19 | -10 | 4 | -13 | -4 | -18 | -2 | 9 | 8
CCc1nc2ccc(C(=O)N3CCN(C(=O)c4ccco4)CC3)cn2c1N(CC)Cc1cccc(Br)c1 | -4 | -33 | 26 | 7 | nt | -15 | -1 | -4 | 9 | 29 | nt
O=C(CSc1nnc(NC(=O)C2CC2)s1)Nc1cccc(F)c1 | 5 | 15 | -6 | -6 | -3 | 8 | 11 | 2 | -15 | -11 | 4
O=c1[nH]c(N2CCN(c3ccccc3)CC2)nc2c1CCCC2 | 18 | 0 | -8 | -17 | 5 | 6 | -3 | 13 | 0 | 6 | -1
COc1ccccc1N1CCN(C(=O)c2ccc(Cl)c(S(=O)(=O)NCc3ccco3)c2)CC1 | -11 | 7 | 21 | -15 | -2 | -5 | 24 | 17 | -2 | 4 | 3
COc1cc(OC)c(C(=S)N2CCCC2)cc1OC | -6 | 1 | -28 | -4 | -7 | -1 | -4 | -8 | 1 | -23 | -1
Nc1cc(C(=O)c2ccccc2)ccc1[N+](=O)[O-] | -1 | -6 | -1 | 1 | -4 | -3 | -12 | -4 | -1 | -3 | 0
Nc1c2c(nc3ccc(Br)cc13)N(Cc1ccccc1)CC2 | 1 | 27 | 4 | -29 | 0 | -1 | 11 | -5 | 2 | 13 | 1
COC(=O)c1ccc(COc2ccc(/C=N/Nc3cccc(C(=O)O)c3)cc2)cc1 | -17 | -165 | -30 | -137 | -4 | -100 | 22 | 6 | -3 | -27 | -7
O=C(C[C@@H]1CC[C@@H]2[C@H](COC[C@H](O)CN2Cc2cccc(C(F)(F)F)c2)O1)NCc1ccc(Cl)cc1 | nt | 16 | 6 | nt | nt | nt | nt | 5 | 7 | 11 | nt
O=C(COC(=O)CCc1c[nH]c2ccccc12)NC1CCS(=O)(=O)C1 (stereo unspecified) | 5 | 0 | -6 | 2 | -8 | -10 | 3 | -3 | -2 | 4 | 0
Cc1cccc(CC(=O)Nc2c3c(nn2-c2cccc(Cl)c2)CS(=O)C3)c1 (stereo unspecified) | -10 | 6 | -12 | 10 | -14 | 6 | -15 | 4 | -10 | -12 | 1
OCCNCCCCOc1ccccc1F | -13 | 10 | -16 | -5 | -7 | 1 | -3 | 0 | 16 | 5 | -4
N#CCSc1nc2c(sc(=S)n2Cc2ccco2)c(=O)n1-c1ccc(F)cc1 | 19 | -3 | -19 | 10 | 7 | 11 | 38 | -1 | 10 | -2 | 10
CC(C)C(=O)Nc1ccc2nn(-c3ccccc3)nc2c1 | -25 | -130 | -46 | -102 | 4 | -67 | 41 | 54* | 4 | -37 | -11
CC(c1ccccc1)C1CC(=O)N(c2ccc(C(=O)O)cc2)C1=O (stereo unspecified) | -9 | -7 | -13 | -2 | 3 | 7 | -5 | 0 | -9 | 21 | -7
CCN1CCc2c(sc(NC(=S)NC(=O)c3ccc(Cl)cc3)c2C(N)=O)C1 | 1 | 17 | 0 | 5 | 6 | 17 | -19 | -19 | 11 | -42 | -7
Cc1ccc2cccnc2c1NC(=S)NC(=O)c1ccccc1 | 14 | -9 | 5 | 5 | -2 | 18 | 28 | -7 | 0 | 6 | -7
CC(=O)Nc1cccc(NC(=O)CSc2n[nH]c(-c3ccccc3)n2)c1 | -17 | -1 | 0 | -12 | 1 | 9 | -8 | 4 | 0 | 8 | -1
COCCn1c(C(C)C)nc2ccccc21 | 0 | -5 | -4 | -20 | 0 | 20 | 11 | 2 | -8 | -20 | 2
O=C1c2ccccc2C(=O)N1C1C(=O)N2CCSC12C(=O)OCc1ccccc1 (stereo unspecified) | -9 | -5 | 0 | -2 | -6 | -9 | 1 | -9 | -8 | -22 | 7
N#C/C(=C\c1cc(Br)ccc1F)C(=O)NC1CC1 | -16 | 0 | -10 | -28 | -6 | -9 | 5 | -11 | -4 | -30 | -1
Cc1cnn(C(=O)c2cc(-c3ccccc3)nc3ccccc23)c1 | -13 | 1 | -7 | -2 | -15 | 10 | 1 | 7 | -16 | -44 | -12
Cc1ccc(C(=O)NC(NCc2ccco2)C(Cl)(Cl)Cl)cc1 (stereo unspecified) | 19 | 11 | -11 | -7 | 1 | -8 | 3 | 1 | 10 | -2 | -1
O=C(Cc1ccc(Cl)c(Cl)c1)Nc1cccc(S(=O)(=O)N2CCOCC2)c1 | 17 | -2 | 13 | -2 | 13 | 0 | 18 | 2 | 5 | -3 | -8
CC1CCCC(C)N1C(=O)CSc1nc2ccccc2c(=O)[nH]1 (stereo unspecified) | -12 | 1 | -27 | 19 | -11 | 23 | -20 | -4 | 3 | -24 | 7
CCCCCCn1cc(CN2CC(N(C)CC)CS2(=O)=O)nn1 (stereo unspecified) | -1 | -3 | 3 | nt | nt | nt | -15 | 10 | -6 | -12 | nt
O=C(N/N=C/c1ccc(-c2ccc(S(=O)(=O)Nc3ncccn3)cc2)o1)c1cc2ccccc2cc1O | -1 | 3 | 8 | 3 | -1 | 17 | 9 | 4 | -4 | 1 | -6
O=C(CCc1nnc(-c2ccsc2)o1)NCc1ccccc1OC(F)(F)F | -32 | -17 | -15 | -14 | -6 | 9 | -19 | -1 | -7 | -7 | -27
COc1cccc(CNC(=O)C2CCC(=O)N(C3CC3)C2)c1OC (stereo unspecified) | 1 | 6 | -33 | 14 | -12 | 3 | -11 | 16 | -12 | -25 | -7
Cn1c(=O)c(=O)n(C)c2cc(N3CCOCC3)c(NS(=O)(=O)c3ccc(Br)cc3)cc21 | -10 | 0 | -7 | 15 | 2 | 13 | -1 | 29 | 4 | 7 | -2
COc1cccc(C(=O)OCCN2CCCCC2)c1 | -13 | -10 | -9 | -3 | 6 | -3 | -1 | -12 | 3 | -13 | 3
CC1CN(/C=C/C=O)C(C)CC1OC(=O)c1ccccc1 (stereo unspecified) | 0 | -10 | 16 | -3 | 1 | -2 | 5 | -14 | -11 | 4 | 3
Cc1n[nH]c(C)c1CCCCOc1ccccc1F | 2 | 10 | 5 | 10 | 12 | 4 | 5 | 6 | 0 | -23 | 3

Exported as tab-separated lines: part of the list above
SMILES	TROY NFkB inh	NR5A2 inv ag	NR2F2 inh	SRC1 inh	TLR9-MyD88 block	NCOA3 inh	TWEAK-Fn14 inh	TRAIL sens C8	NOD2-RIPK2 inh	SRC2 inh	LMP1 NFkB inh
COc1cccc(CNC(=O)C2CCC(=O)N(C3CC3)C2)c1OC (stereo unspecified)	1	6	-33	14	-12	3	-11	16	-12	-25	-7
Cn1c(=O)c(=O)n(C)c2cc(N3CCOCC3)c(NS(=O)(=O)c3ccc(Br)cc3)cc21	-10	0	-7	15	2	13	-1	29	4	7	-2
Cc1n[nH]c(C)c1CCCCOc1ccccc1F	2	10	5	10	12	4	5	6	0	-23	3

Assay outcomes as filed in PubChem BioAssay.

Not all compounds are listed; the hit share may differ from the screen's.
